Pf gametocyte = kills late stage P. falciparum gametocytes; P. falciparum stage V gametocytes, ATP luminescence, 24 h; 150,000 compounds, 0.065% hits; AID 743093; inhibition, % at 10.9 µM;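 active = inhibition above the mean plus 3 SD of compounds within the control limits, set per campaign, cut at about 38% in these data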;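 also: 0% = DMSO wells and 100% = medium only without gametocytes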
HRas wt GTP = human HRas wildtype GTP binding, change in either direction; GTP binding activity, % at 10 µM; P01112; GST-Ras wt beads, Bodipy-FL-GTP binding, flow cytometry; actives lie on both sides; 190,000 compounds, 0.14% hits; AID 759;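 active = GTP binding activity at least 20% away from the 100% baseline, either lowered as inhibitor or raised as activator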;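 also: 0% = unlabeled GTP competition control and 100% = no-compound control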
Target sequence (P01112 whole entry, looked up): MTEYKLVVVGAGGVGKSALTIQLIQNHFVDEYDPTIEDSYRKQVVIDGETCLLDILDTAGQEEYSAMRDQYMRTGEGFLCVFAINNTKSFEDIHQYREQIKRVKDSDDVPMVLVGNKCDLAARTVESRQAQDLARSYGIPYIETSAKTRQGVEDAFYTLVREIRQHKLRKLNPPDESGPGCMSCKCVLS
Rac1 wt GTP bind = modulators of human Rac1 wildtype GTP binding. GST-Rac1 beads, fluorescent GTP binding, flow cytometry; actives lie on both sides; 0 = cold GTP competed, 100 = untreated. GTP binding activity (% of control), % at 10 µM. 190,000 compounds, 0.27% hits;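 active = GTP binding activity at least 20 points away from the 100% control level, either lower or higher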
Mcl1-Noxa inh = disrupts binding of human Mcl-1 to Noxa peptide; Q07820; TR-FRET Mcl-1/Noxa peptide binding, 2 h; inhibition, % at 21.7 µM; 220,000 compounds, 1.5% hits;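 active = compounds that cut the protein-peptide binding signal by more than 50% relative to plate controls in a single-dose test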;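 also: His-tagged Mcl-1 with rhodamine Noxa BH3 peptide and terbium anti-His antibody; 0% = Mcl-1 plus Noxa peptide wells and 100% = peptide-only wells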
Target sequence (Q07820 whole entry, looked up): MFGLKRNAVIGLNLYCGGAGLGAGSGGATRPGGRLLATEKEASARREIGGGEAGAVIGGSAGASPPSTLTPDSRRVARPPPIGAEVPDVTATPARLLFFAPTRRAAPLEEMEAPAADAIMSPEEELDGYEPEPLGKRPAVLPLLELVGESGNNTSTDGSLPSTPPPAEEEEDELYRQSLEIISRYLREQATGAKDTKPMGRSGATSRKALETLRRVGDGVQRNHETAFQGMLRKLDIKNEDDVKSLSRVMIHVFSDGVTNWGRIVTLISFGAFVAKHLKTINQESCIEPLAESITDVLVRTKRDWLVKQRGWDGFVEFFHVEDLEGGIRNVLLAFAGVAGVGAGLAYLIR
Cdc42 wt GTP = human Cdc42 wildtype GTP binding change, either direction | GST-Cdc42 beads, Bodipy-GTP binding, flow cytometry; actives lie on both sides | percent activity (GTP binding), % at 10 µM | 190,000 compounds, 0.2% hits | AID 761;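 active = percent activity GTP binding at least 20 points away from the 100% baseline, either down as inhibitor or up as activator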;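 also: median bead fluorescence of bound Bodipy-FL-GTP at 100 nM; 0% = excess unlabeled GTP control and 100% = no compound control; below 100% means less GTP binding so inhibitor and above means activator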
Target sequence (P60953 whole entry, looked up): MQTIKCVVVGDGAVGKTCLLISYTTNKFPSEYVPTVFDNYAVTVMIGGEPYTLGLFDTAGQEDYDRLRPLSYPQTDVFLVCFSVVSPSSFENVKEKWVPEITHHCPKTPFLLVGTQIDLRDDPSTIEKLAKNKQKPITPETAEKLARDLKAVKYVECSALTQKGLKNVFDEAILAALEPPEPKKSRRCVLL
ABCG2 block = blocks JC-1 efflux by human ABCG2 transporter; Q9UNQ0; IgMXP3 cells, flow cytometry; AID 1325; 190,000 compounds, 0.1% hits; inhibition, % at 6.6 µM;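 active = inhibition above 80%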;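 also: 0% = DMSO and 100% = nicardipine control wells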
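Test system: IgMXP3 (ABCG2) plus far-red-tagged CCRF-Adr (ABCB1) cells. Reagent: JC-1 dye as substrate. Timing: 10 min exposure at 25 °C with rotation, no wash. Measured by: flow cytometric JC-1 green MFI at 530 nm. Read-out: percent efflux inhibition, scaled nicardipine 100% to DMSO 0%. Control set: nicardipine and DMSO wells.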
ABCB1 block = human ABCB1 inhibition, ABCG2 as counter-screen. P08183. CCRF-Adr cells, JC-1 efflux, flow cytometry. inhibition, % at 6.6 µM. 190,000 compounds, 0.067% hits; in the data active = inhibition above about 40%;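 also: 0% = vehicle and 100% = reference inhibitor; higher value means more JC-1 retained so stronger ABCB1 efflux block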
Rac1 act GTP bind = alters GTP binding to activated mutant human Rac1 | percent activity (GTP binding), % at 10 µM | GST-Rac1 activated beads, fluorescent GTP binding, flow cytometry; actives lie on both sides; 100% means binding = to untreated wells | 190,000 compounds, 0.11% hits | P63000;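 active = GTP binding at least 20 percentage points away from the 100% baseline, in either direction, so actives lie on both sides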
Rab2A wt mod = changes GTP binding to wildtype dog Rab2A, up or down; P61105; GST-Rab2 wt beads, Bodipy-GTP binding, flow cytometry; GTP binding activity, % at 10 µM; 190,000 compounds, 0.19% hits; AID 760;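 active = GTP binding activity at least 20 points away from 100%, either lowered or raised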;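 also: 0% = beads with excess unlabeled GTP and 100% = no-compound control corrected for plate trend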
Rab7 wt GTP bind = modulators of GTP binding to dog Rab7 wildtype GTPase; GST-Rab7 beads, fluorescent GTP binding, flow cytometry; actives lie on both sides; untreated = 100%, excess cold GTP = 0%; GTP binding activity (percent of control), % at 10 µM; 190,000 compounds, 0.055% hits; AID 758;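 active = fluorescent GTP binding to Rab7 beads changed by at least 20 points from the 100% baseline, either direction, mostly lower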;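 also: median green fluorescence of bound Bodipy-FL-GTP per Rab7 bead population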
Avidin fluor = compound fluoresces at 488/530 nm on avidin beads | 220,000 compounds, 0.38% hits | AID 1775 | fluorescence (KMESF) at 10 µM | compound fluorescence 488/530 nm, flow cytometry; active compounds read high; in the data active = fluorescence above about 47; also: inactives centre near 10
Active calls of the source: *; nt = not tested or not shown.

SMILES | Pf gametocyte | HRas wt GTP | Rac1 wt GTP bind | Mcl1-Noxa inh | Cdc42 wt GTP | ABCG2 block | ABCB1 block | Rac1 act GTP bind | Rab2A wt mod | Rab7 wt GTP bind | Avidin fluor
Cn1cc(S(=O)(=O)c2ccccc2)n(C)c1=O | nt | 99 | 99 | 14 | 96 | 2 | 0.6 | 94 | 98 | 98 | 6
CCN(CC)c1ccc(/C=N\N2CCN(Cc3ccc(C)cc3)CC2)cc1 | 23 | 97 | 97 | 50 | 96 | 2 | 1.3 | 97 | 97 | 103 | 12
CC1(C)CCCN(C(=O)N2c3ccccc3Sc3ccccc32)C1 | nt | 100 | 100 | 6 | 100 | 0 | -0.1 | 98 | 101 | 95 | 11
CC1=C(C(N)=O)C(c2sccc2C)n2nnnc2N1 (stereo not given) | nt | 95 | 95 | 6 | 98 | 2 | 0.5 | 93 | 95 | 92 | 12
O=C(c1ccc(Cn2c(=O)[nH]c3ccccc3c2=O)cc1)N1CCN(c2ccc(Cl)cc2)CC1 | 16 | 101 | 104 | -6 | 103 | 7 | 3.3 | 98 | 99 | 101 | 22
CC(=O)Nc1ccc(OC(=O)c2cccnc2)cc1 | nt | 103 | 107 | 18 | 104 | 1 | -0.1 | 102 | 105 | 102 | 10
Cc1nn(Cc2ccc(C(=O)Nc3ccccc3C(F)(F)F)o2)c(C)c1Br | -15 | 102 | 101 | -4 | 102 | 2 | 0.6 | 98 | 101 | 101 | 10
NC(=O)C1=C[C@H](C2CCCCC2)C[C@H](OCc2ccc(CO)cc2)O1 | -17 | 98 | 102 | 8 | 97 | 1 | 0.3 | 97 | 98 | 96 | 6
CCn1c(SCc2nc3ccccc3c(=O)[nH]2)nnc1C(C)NC(=O)c1ccccc1 (stereo not given) | 9 | 91 | 91 | -8 | 88 | -1 | -0.3 | 93 | 91 | 98 | 5
CC(CSc1nnnn1-c1ccccc1)Cn1c(N2CCN(C)CC2)nc2c1c(=O)[nH]c(=O)n2C (stereo not given) | 5 | 92 | 90 | 52* | 92 | 1 | 0.2 | 93 | 94 | 98 | 17
O=C(CCn1c(=S)[nH]c2ccccc2c1=O)NCCSCc1ccccc1 | 26 | 100 | 99 | 8 | 96 | 3 | -1.7 | 93 | 99 | 104 | nt
CCOC(=O)N1CCC(NC(=O)c2oc3c(c2C)-c2[nH]ncc2CC3)CC1 | 0 | 100 | 101 | 0 | 97 | 0 | 0.2 | 96 | 98 | 100 | 7
Cc1cc(NC(=O)c2ccc(S(=O)(=O)N3CCOCC3)cc2)nc2c1c(=O)oc1ccccc12 | -5 | 95 | 91 | -28 | 96 | 0 | 0.0 | 93 | 93 | 98 | 7
COc1cc2c(cc1NC(=O)C(C)Sc1ccc(C)cc1)oc1ccccc12 (stereo not given) | nt | 103 | 103 | 2 | 103 | 3 | 0.1 | 100 | 104 | 103 | 9
O=C(Cn1ncc2ccccc21)N1CCc2ccccc21 | nt | 101 | 106 | 20 | 100 | 2 | 0.6 | 101 | 103 | 99 | 22
Cc1cccc(C(=O)NC2CC(C)(C)NC(C)(C)C2)c1 | nt | 100 | 105 | -14 | 102 | 6 | 0.1 | 99 | 101 | 103 | 82*
C/C(=N\NC(=S)Nc1cccc(C)c1)c1cc2ccccc2o1 | nt | 91 | 89 | -45 | 89 | -2 | -1.6 | 91 | 89 | 94 | 6
O=S(=O)(c1cccc(C(F)(F)F)c1)N1CCN(c2cnccn2)CC1 | -34 | 96 | 99 | 3 | 96 | 0 | 0.4 | 96 | 94 | 93 | 9
Cc1nn(-c2ccccc2)c(C)c1/C=N/NC(=O)c1cc(-c2cccs2)[nH]n1 | -10 | 94 | 90 | 10 | 96 | -2 | 0.7 | 96 | 94 | 95 | 11
O=c1[nH]c(SCc2c(Cl)cccc2Cl)nc2ccccc12 | -4 | 97 | 99 | -4 | 97 | 2 | 0.7 | 95 | 98 | 106 | 10
Cc1cc(C)n2c(SCC(=O)Nc3ccc(F)cc3F)nnc2n1 | 16 | 99 | 99 | 3 | 98 | 0 | 0.0 | 96 | 99 | 108 | 12
O=c1oc2ccccc2c(Nc2ccc3ccccc3c2)c1[N+](=O)[O-] | nt | 100 | 103 | 67* | 101 | 0 | 0.2 | 99 | 98 | 98 | 35
CCCCc1nnc(NC(=O)C=C(C)C)s1 | nt | 100 | 103 | 4 | 102 | 32 | 1.1 | 100 | 102 | 100 | 34
CC(CN(C(N)=O)c1ccccc1O)C(=O)O (stereo not given) | 9 | 93 | 91 | -29 | 96 | 1 | 0.1 | 90 | 89 | 90 | 6
CCOC(=O)CCn1nc(-c2ccc(Cl)cc2)cc1N | nt | 99 | 103 | 14 | 101 | 29 | 0.1 | 99 | 101 | 99 | 48*
Oc1ccc2[nH]ccc2c1 | nt | 97 | 96 | 7 | 95 | 1 | 0.7 | 96 | 97 | 96 | 3
Cc1cc(C)nc(SCC(=O)N/N=C/c2cccc([N+](=O)[O-])c2)n1 | -11 | 101 | 104 | 28 | 103 | 10 | 0.6 | 100 | 97 | 103 | 13
COCCn1c(SCC(=O)Nc2ccc(Cl)c(S(=O)(=O)N(C)C)c2)nc2ccccc21 | nt | 100 | 100 | 17 | 100 | 7 | 1.4 | 98 | 98 | 99 | 7
Cc1ccc2cc3cc(C(=O)N4CCN(C(=O)c5ccco5)CC4)sc3nc2c1 | -20 | 103 | 100 | -10 | 103 | 1 | 0.7 | 98 | 103 | 102 | 11
CC(=O)Nc1ccc(N2CCN(Cc3ccccc3F)CC2)cc1 | 11 | 97 | 98 | 8 | 97 | 4 | 0.7 | 97 | 97 | 100 | 18
C/C(CCN1CCCCc2nc(C)c(C)cc21)=N\O[C@H](C)c1cn([C@H](CO)Cc2ccccc2)nn1 | nt | 100 | 103 | -4 | 103 | 0 | 0.6 | 100 | 100 | 99 | 12
COc1ccc(N=C2S/C(=C\c3cc(C)n(C)c3C)C(=O)N2CC(C)C)cc1 | nt | 105 | 113 | 19 | 106 | 4 | 0.7 | 104 | 101 | 105 | 12
CSCCC(C(=O)OC1CCOC1=O)N1C(=O)c2ccccc2C1=O (stereo not given) | 10 | 97 | 96 | 0 | 96 | 1 | 0.4 | 94 | 98 | 103 | 9
O=C(NCC1COc2ccccc2O1)C1C2C=CC3(CN(Cc4ccccc4Cl)C(=O)C13)O2 (stereo not given) | nt | 99 | 100 | 6 | 101 | 2 | 1.2 | 98 | 102 | 100 | 12
CCCC(c1nnnn1CCOC)N1CCN(Cc2ccccc2)CC1 (stereo not given) | -34 | 104 | 109 | 34 | 102 | 2 | 1.1 | 102 | 103 | 100 | 34
O=C(NCc1ccccc1)c1cc(-c2cccc(O)c2)on1 | nt | 94 | 95 | 15 | 94 | 7 | 0.9 | 94 | 95 | 92 | 6
CCOc1ccc(C2C=C(c3ccccc3)Nc3nnnn32)cc1 (stereo not given) | 3 | 104 | 103 | 3 | 104 | 5 | 0.9 | 101 | 104 | 96 | 9
Cc1cc(-n2c(C)cc(C(=S)N3CCOCC3)c2C)ccc1Br | 11 | 99 | 100 | 4 | 97 | 1 | 1.0 | 97 | 96 | 96 | 16
CC(=O)Nc1ccc(S(=O)(=O)NCC(=O)OCC(=O)N2CCN(c3ccccc3)CC2)cc1 | 17 | 102 | 99 | 11 | 96 | 0 | -0.2 | 101 | 101 | 98 | 1
CCOc1ccccc1OCCCC(=O)NC1=NCCS1 | -6 | 101 | 103 | 4 | 104 | 11 | -0.2 | 99 | 99 | 103 | 7
CC1C(=O)CCN(C(C)(C)C)C1C (stereo not given) | nt | 104 | 106 | -10 | 106 | 0 | 0.0 | 103 | 104 | 102 | 6
COc1ccc(S(=O)(=O)NCC2CCC(C(=O)NCC(OC)OC)CC2)cc1 (stereo not given) | 15 | 96 | 93 | -10 | 92 | 1 | 0.4 | 93 | 97 | 100 | 7
O=C(/C=C/c1ccco1)Nc1ccc2c(c1)OCCO2 | -8 | 97 | 99 | 23 | 96 | -1 | -0.4 | 95 | 97 | 95 | 5
CC(=O)N(C)c1ccc(NC(=O)c2ccco2)cc1 | nt | 104 | 108 | 1 | 108 | 9 | 0.1 | 102 | 103 | 100 | 16
CS(=O)(=O)NCCC1=CCCCC1 | -31 | 103 | 109 | 4 | 105 | 12 | -0.1 | 98 | 104 | 104 | 13
O=C(Nc1sccc1C(=O)NCc1ccco1)c1cccnc1 | nt | 94 | 92 | 39 | 94 | 3 | 0.5 | 92 | 92 | 92 | 13
CCOC(=O)N1CCC(NC(=O)c2cccn3c(=O)c4cc(Br)ccc4nc23)CC1 | nt | 99 | 104 | 7 | 103 | 40 | 12 | 99 | 97 | 103 | 13
O=C(Cn1nnc(-c2ccccc2)n1)N=Nc1c(O)[nH]c2ccccc12 | nt | 98 | 104 | 0 | 100 | 1 | -0.1 | 99 | 97 | 97 | 4
CCc1c(C)nc2c(Br)cccc2c1SCCC#N | 2 | 99 | 104 | 24 | 102 | 3 | 1.3 | 98 | 100 | 101 | 15
CCOC(=O)C1CCCN(C(=O)CN2C(=O)c3ccccc3C2=O)C1 (stereo not given) | 14 | 99 | 99 | 7 | 99 | -1 | 0.1 | 96 | 96 | 95 | 7

The results go on:
SMILES | Pf gametocyte | HRas wt GTP | Rac1 wt GTP bind | Mcl1-Noxa inh | Cdc42 wt GTP | ABCG2 block | ABCB1 block | Rac1 act GTP bind | Rab2A wt mod | Rab7 wt GTP bind | Avidin fluor
Cn1c(-c2cnn(-c3ccccc3)c2N)n[nH]c1=S | nt | 101 | 101 | -4 | 97 | 1 | 0.0 | 95 | 98 | 105 | 10
O=C1c2cnc3nc(SCc4ccccc4)nn3c2CC2c3ccccc3CCN12 (stereo not given) | -12 | 100 | 105 | 9 | 99 | 35 | 6.7 | 98 | 105 | 104 | 10
Cn1c(Cn2cnc(Cl)c2Cl)nc2ccccc21 | nt | 102 | 108 | 8 | 102 | 16 | 0.9 | 99 | 100 | 107 | 12
Cc1cc(C)nc(NC(N)=NC2CCCCC2)n1 | -9 | 103 | 107 | -1 | 104 | 12 | 0.4 | 102 | 102 | 102 | 10
Cc1nn(C)c(C)c1S(=O)(=O)N1CCC(C(=O)NC2CCCCC2)CC1 | nt | 102 | 104 | 6 | 104 | 3 | 1.1 | 98 | 101 | 96 | 21
Cc1cc(C)n(-c2ccc(C(=O)Nc3ccccn3)cc2)n1 | 11 | 99 | 101 | -10 | 99 | 0 | 0.1 | 100 | 98 | 98 | 4

Assay outcomes: PubChem, several laboratories
